Source: PubChem BioAssay (several laboratories)
rCAG RNA binder: r(CAG) repeat RNA binding; actives 1.3% (n = 370,000); TO-PRO-1 dye displacement fluorescence; inhibition, % at 3 µM;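 active means inhibition above the plate cutoff, the mean of all test compounds on that plate plus 3 SD, cut at about 35% in these data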;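 further: 0% = DMSO alone and 100% = 100 µM mitoxantrone as full dye displacement; higher means more dye released from RNA so lower well fluorescence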
HTRA1 inh: inhibitors of human serine peptidase HTRA1 | Q92743 | inhibition, % at 5.96 µM | actives 0.5% (n = 340,000) | recombinant HTRA1, FP-rhodamine activity-based probe, fluorescence polarization; in the data active means inhibition above about 36%;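 further: 0% = enzyme with DMSO and 100% = wells lacking enzyme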
PRMT1 FP inh: blocks human protein arginine methyltransferase 1; inhibition, % at 2.79 µM; recombinant PRMT1, activity-based probe fluorescence polarization; Q99873; actives 1.3% (n = 370,000);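 active means inhibition above about 21% made by adding two undisclosed values, limit read from the data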
MBD2 DNA inh: blocks human MBD2 binding to methylated DNA. Q9UBB5. TR-FRET, MBD2 binding to methylated oligonucleotide. inhibition, % at 4.4 µM. actives 0.31% (n = 370,000). AID 686964; in the data active means inhibition above about 13%
UHRF1 binding: blocks human UHRF1 binding to methylated DNA | UHRF1 binding to methylated oligo, TR-FRET | inhibition, % at 4.4 µM | Q96T88 | actives 0.75% (n = 370,000) | AID 687016; in the data active means inhibition above about 21%;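 further: UHRF1 SRA domain binding a hemimethylated CpG hairpin DNA probe; 0% = median of test compound wells and 100% = reference inhibitor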
TCR-CD3 inh: human TCR-CD3 binding inhibition; TAMRA-labeled TCR probe fluorescence, biochemical; inhibition, % at 9.4 µM; actives 0.37% (n = 360,000); AID 651800; in the data active means inhibition above about 19%;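 further: recombinant mutant TCR 2C K166C tagged with TAMRA read by polarization; 0% = receptor in buffer alone and 100% = receptor with positive control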
GC-A act: GC-A (human) enzyme activation; P16066; HEK293 GC-A cells, cGMP TR-FRET, EC30 ANP; 0% at EC30 ANP, 100% saturating ANP; activation, % at 10 µM; actives 0.14% (n = 370,000); AID 1671463; in the data active means activation above about 40%
ABHD4 inh: inhibits mouse alpha/beta hydrolase domain 4; actives 0.54% (n = 370,000); inhibition, % at 8.92 µM; Q8VD66; AID 720543; purified mABHD4, FP-Rh probe fluorescence polarization;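 active means inhibition exceeding the mean over every tested compound plus 3 SD, cut at about 30% in these data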;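 further: 0% = plate median of compound wells and 100% = S159A mutant with DMSO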
Target sequence (Q8VD66 whole entry, looked up, the tested form may be a part): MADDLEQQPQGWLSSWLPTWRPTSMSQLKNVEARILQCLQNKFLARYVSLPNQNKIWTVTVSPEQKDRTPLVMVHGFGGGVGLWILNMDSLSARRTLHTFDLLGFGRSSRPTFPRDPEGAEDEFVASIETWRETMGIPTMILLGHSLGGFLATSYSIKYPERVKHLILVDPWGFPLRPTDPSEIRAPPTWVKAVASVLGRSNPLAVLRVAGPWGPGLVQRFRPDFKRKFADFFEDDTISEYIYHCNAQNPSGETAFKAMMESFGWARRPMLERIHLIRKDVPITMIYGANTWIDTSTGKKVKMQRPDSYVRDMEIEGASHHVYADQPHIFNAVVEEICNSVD
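System: mouse ABHD4 enzyme, wild type / Medium: HEPES pH 7.0, NaCl, Pluronic buffer / Reagent: FP-Rh activity-based fluorescent probe / Control set: S159A mutant high control, sample median low control / Detection: fluorescence polarization with parallel and perpendicular emission, 525/598 nm / Schedule: 45 min + 60 min at 25 °C / Compound dosing: 8.92 µM, single dose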
SIAE primary: inhibitors of human sialic acid acetylesterase SIAE; Q9HAT2; SIAE FP-Rh probe binding, fluorescence polarization; inhibition, % at 9.66 µM; actives 0.69% (n = 370,000);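 active means inhibition above a cutoff: mean of compounds within the control limits plus 3 SD of those, cut at about 17% in these data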;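 further: 0% = plate median of compound wells and 100% = probe without SIAE protein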
Target sequence (Q9HAT2 whole entry, looked up): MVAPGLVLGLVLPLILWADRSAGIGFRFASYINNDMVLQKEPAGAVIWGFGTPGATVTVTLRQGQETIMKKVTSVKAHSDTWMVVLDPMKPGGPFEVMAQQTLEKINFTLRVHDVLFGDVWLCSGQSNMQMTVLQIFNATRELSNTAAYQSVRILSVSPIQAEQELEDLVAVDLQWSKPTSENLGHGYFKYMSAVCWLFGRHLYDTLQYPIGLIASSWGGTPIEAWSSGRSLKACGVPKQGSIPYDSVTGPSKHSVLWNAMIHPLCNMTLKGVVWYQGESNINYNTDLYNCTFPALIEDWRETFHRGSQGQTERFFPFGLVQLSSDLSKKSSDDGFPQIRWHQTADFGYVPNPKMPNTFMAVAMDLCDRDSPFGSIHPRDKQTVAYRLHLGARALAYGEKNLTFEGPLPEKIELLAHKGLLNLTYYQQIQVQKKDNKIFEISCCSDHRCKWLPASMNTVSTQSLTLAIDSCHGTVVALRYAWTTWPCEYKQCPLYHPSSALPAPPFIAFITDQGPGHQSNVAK
NPR2 activator: GC-B (human) receptor activation; P20594; activation, % at 10 µM; actives 0.11% (n = 370,000); AID 1920062; HEK293-GC-B cells, CNP EC30, cGMP TR-FRET; 0% at EC30 CNP, 100% saturating CNP;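 active means activation at 10 µM reaching about 35% in either raw or pattern-adjusted values, limit read from the data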
Starred values were filed as active, the others as inactive; · = not tested or not shown. A portion of the library (hit frequency here may not be typical).

SMILES	rCAG RNA binder	HTRA1 inh	PRMT1 FP inh	MBD2 DNA inh	UHRF1 binding	TCR-CD3 inh	GC-A act	ABHD4 inh	SIAE primary	NPR2 activator
CCOc1ccc(C2C(C#N)=C(N)Oc3cc(C)n(CCN(C)C)c(=O)c32)cc1OCC (stereo not given)	-3	-5	-2	-1	1	8	2	8	3	-9
COc1ccc(Cc2c(C3CCCCC3)nc3c(Cl)cc(C(F)(F)F)cn23)c(C)c1	8	·	3	6	11	-8	-6	5	2	1
COC(=O)c1ccccc1N1C(=O)C2C(C1=O)C1C=CC2C12CC2 (stereo not given)	-3	4	2	-1	2	0	-1	3	5	6
CS(=O)(=O)N1CCC(Oc2ccccc2C(=O)N2CCNC(=O)C2)CC1	-1	-2	-7	3	2	2	0	-9	2	5
CC(=O)C(Cc1ccccc1)NC(=O)COC(=O)c1ccc(-n2cnnn2)cc1 (stereo not given)	5	-4	3	5	0	5	-7	9	-4	1
COc1cc(OC)cc(OCC(O)Cn2cnc(-c3ccccc3)c2)c1 (stereo not given)	-7	0	-2	3	0	5	-6	-2	2	-5
Nc1cc(Oc2ccc(Cl)cc2Cl)nc(N)n1	-2	4	1	0	0	-2	2	1	-1	-6
COc1cc(OC)cc(C(=O)NC(C(=O)Nc2ccc3c(c2)CCC3)C(C)C)c1 (stereo not given)	3	-3	-4	-1	-1	2	-4	0	-2	-2
CC(C(N)=O)N1C(=O)c2cccc3cccc1c23 (stereo not given)	0	6	0	-5	3	4	2	-1	1	2
CCN1CCN(c2nc3c(C)cccn3c(=O)c2/C=C(\C#N)C(=O)NC)CC1	-5	3	0	-2	-5	5	7	4	5	-4
O=C1CCC[C@H]2Cc3nc4cc5c(cc4cc3C[C@]23CCCN13)OCO5	·	·	2	-4	-3	·	-3	-4	0	-8
Cc1ccc(C(=O)N2CC(=O)Nc3ccc(F)cc3C2c2ccccc2)cc1[N+](=O)[O-] (stereo not given)	1	-3	2	7	2	2	-2	11	-1	8
CCN(CC)CCOc1ccccc1C(C)=O	-4	-5	3	5	3	1	-1	9	0	2
COc1ccc(CN(C)C(=O)C2CC(=O)N(c3ccc4c(c3)OCCO4)C2)cc1 (stereo not given)	1	3	-2	0	0	4	4	5	3	-4
COc1ccc(C(=O)N[C@H](C(=O)N2CCN(c3ccccc3F)CC2)C(C)C)cc1	-5	1	-1	2	-1	-2	-6	3	6	-9
CC1(C)Cc2c(cnn2-c2ccccc2)C(NC(=O)CCCN2CCCCC2=O)C1 (stereo not given)	-9	-1	3	-6	-1	9	-1	2	13	3
COC(=O)C1=C(C)N(Cc2ccccc2C(F)(F)F)C(=NCc2ccc3c(c2)OCO3)NC1c1cccc(C(F)(F)F)c1 (stereo not given)	1	·	-2	3	-4	-2	-19	12	0	-8
COc1ccc(CN(C)C(=O)CCNS(=O)(=O)c2ccccc2)c(OC)c1	2	0	-2	-4	-2	-4	3	-50	-36	6
O=C(CSc1nnc(COc2cccc3cccnc23)o1)N1CCN(C(=O)c2ccco2)CC1	-4	6	-5	-4	-2	7	1	5	0	10
CNC(=S)N(CCc1c(C)[nH]c2ccccc12)Cc1ccco1	1	-7	0	2	-4	4	·	0	4	·
O=C(c1ccc([N+](=O)[O-])cc1)N1CCSC1c1ccccc1Cl (stereo not given)	-1	6	-3	-2	0	0	-5	0	-2	-6
O=C(NCCNC(=O)c1cc(OCC(F)(F)F)ccc1OCC(F)(F)F)Nc1ccc(Cl)cc1	-4	·	-5	-4	-1	-1	0	-10	-13	-5
CCn1c(O)c(/C=N/N=C/c2ccccc2)c2ccc(C3=NNC(=O)CC3)cc21	-53	20	1	-3	-2	3	15	9	9	-3
COC(=O)c1c(-c2ccc(N(C)C)cc2)oc2c1C(OC)CCC2 (stereo not given)	1	·	0	0	0	-2	2	9	13	-1
CC(=O)c1oc2ccccc2c1NC(=O)CCCN1C(=O)c2ccccc2C1=O	0	-3	0	1	0	0	0	0	1	-9
O=C(NCc1ccc2c(c1)OCO2)c1nnc(Cc2ccc(F)cc2)o1	3	0	0	1	-1	7	5	4	-4	-4
O=C(Cc1ccccc1)NCCS(=O)c1ccc(Cl)cc1 (stereo not given)	2	5	0	2	1	6	1	4	1	-4
O=C1NC[C@@H](CCCCN2C[C@H](Cc3ccc(O)cc3)N(Cc3ccccc3)C(=O)C2=O)N(Cc2ccccc2)C1=O	2	·	-2	3	-2	5	2	2	0	0
CCOC(=O)C1=C(C)NC(=O)NC1c1cc(Br)c(O)c(OC)c1 (stereo not given)	3	7	2	-1	1	8	-6	3	2	-5
Cc1ccc(SCC(=O)OCC(=O)N(CCC#N)c2ccccc2)cc1	-3	3	-3	5	2	-5	10	-6	0	4
COc1cccc(OCc2cc(C(=O)N3CCN(c4ccccc4OC)CC3)no2)c1	-3	-4	0	1	4	1	-2	-2	1	0
CCc1ccc(C(=O)NNC(=O)CCc2nc3ccccc3c(=O)[nH]2)cc1	3	-1	-1	0	-1	7	2	2	-4	-15
CCCCCn1c(SCC#N)nc2cc(C(=O)NCC3CCCO3)ccc2c1=O (stereo not given)	-4	8	-1	-1	1	-1	14	-1	8	12
O=C(NCCCn1ccnc1)c1cc2cc([N+](=O)[O-])ccc2oc1=O	3	9	4	-1	1	-3	6	8	3	-5
CC(C)(C)C(=O)N1CCN(c2ccc3c(c2)C2CC3CCN2C(=O)OCc2ccccc2)CC1 (stereo not given)	3	·	2	3	-1	-2	-5	8	0	0
O=c1c2c(O)cc(O)cc2oc2ccc(O)c(O[C@@H]3O[C@H](CO)[C@@H](O)[C@H](O)[C@H]3O[C@H]3O[C@H](CO)[C@@H](O)[C@H](O)[C@H]3O)c12	3	-2	3	-1	-3	0	1	10	-5	-6
Cc1csc2nc(O)c(C(=O)NCC3CCCO3)c(=O)n12 (stereo not given)	-1	14	-4	-1	0	5	1	2	3	-1
Cc1ccc(S(=O)(=O)N2CCN(C(=O)n3ccnc3)CC2)cc1	4	1	4	4	3	0	1	0	3	-3
O=C(NCCCN1CCN(c2ccccc2F)CC1)C1CCN(S(=O)(=O)c2cccs2)CC1	-8	-3	-9	-5	-1	9	4	3	1	-3
O=C(NCCCc1nc2ccccc2[nH]1)c1cccs1	1	9	-7	-1	0	2	-2	0	14	7
COc1ccccc1C(=O)NCCC(=O)NN1C(=O)NC2(CCCCC2)C1=O	-5	2	1	5	3	2	0	-1	2	-4
CCOc1ccc(NC(=O)C2=NN(c3ccccc3)C(=O)CC2)cc1S(=O)(=O)N1CCCCC1	6	-17	16	1	4	-2	0	10	3	1
CCOC(=O)c1cnn2c(N)c(C#N)nnc12	-1	0	-3	1	-6	-1	-2	3	-2	2
COc1cccc(-c2cnc(C(O)c3ccc(F)c(F)c3)[nH]2)c1 (stereo not given)	-2	·	3	1	2	-4	0	1	3	-2
Cc1c(N/C(=N/S(=O)(=O)c2ccc(Cl)cc2)c2ccccc2)c(=O)n(-c2ccccc2)n1C	0	·	3	2	6	-1	-3	-6	-2	-3
Cc1ccc(C)c(NC(=O)C2CCCN(c3cnccn3)C2)c1 (stereo not given)	-1	-1	-2	3	-2	-2	-5	-1	5	1
CC1CCN(C2(O)C(=O)Nc3ccc(Cl)cc32)CC1 (stereo not given)	-2	1	0	-1	0	-4	0	-1	-3	3
COc1ccc(-n2cc(-c3ccccc3)c3c(N4CC(C)OC(C)C4)ncnc32)cc1 (stereo not given)	1	-18	2	-7	-4	0	-4	-2	-1	-2
Cn1nc(C(=O)OCC(=O)Nc2ccc(S(N)(=O)=O)cc2)c2ccccc2c1=O	4	6	3	-5	-3	6	0	0	8	-3
Cc1ccc(S(=O)(=O)N2CCCC(C(=O)NCC3CCCO3)C2)cc1 (stereo not given)	0	-3	1	-3	2	-3	-1	4	10	-1
O=C(COC(=O)C1CC(=O)N(CCc2ccccc2)C1)c1ccc[nH]1 (stereo not given)	2	4	2	-8	-3	-5	2	4	0	-3
O=C(CSc1ccc2nnc(-c3ccncc3)n2n1)NCc1ccco1	7	3	3	-2	0	3	-2	2	3	1
Cc1ccc2nc(-c3ccccc3)cc(C(=O)N3CCN(c4ccccc4O)CC3)c2c1	4	-24	-2	-3	1	-3	2	-6	9	4
